Mm-Cpn inhibitor = blocks the Methanococcus maripaludis chaperonin Mm-Cpn; purified Mm-Cpn ATPase, ADP Transcreener TR-FRET; Potency, µM (highest dose often 76.9 µM), inactives show top-dose activity, negative = inhibition, actives largely listed as inhibitors; 330,000 tested, 0.031% active; AID 504842; note: potency is the fitted concentration of half-maximal effect; % is set by controls: 0 for no effect and ±100 for the full control effect; nearly all actives have a fitted effect of over 80% in size
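Purified archaeal chaperonin (25 nM final) was preincubated with compound for 10 min at 37°C, then ATP (10 uM final) was added for 30 min at 37°C in Tris pH 7.4/KCl/MgCl2/DTT buffer. ADP was quantified by HTRF Transcreener TR-FRET.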
Nrf2 ARE act = activators of Nrf2 (ARE) signaling; AREc32 ARE-luciferase reporter (MCF7-derived line), luminescence, 24 h; Potency, µM (top dose mostly 46.1 µM), inactives show at the top dose activation, usual class: activators; 410,000 tested, 0.31% active; AID 624171; note: potency is the fitted concentration of half-maximal effect; % of control where 0% means no effect; nearly all actives have a fitted effect of over 65% in size
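AREc32 cells carrying an ARE-driven firefly luciferase, 1000 cells/well in OPTI-MEM with 5% FBS, dosed after overnight attachment and incubated 24 hr at 37 deg C. Steady-Glo luminescence read after 30 min at RT.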
Akt phos inh = inhibitors of Akt phosphorylation | activity change, % for hits at 50 µM | 360,000 tested, 0.32% active | Neuro2A IGF-stimulated pAkt S473 HTRF, 20 min; hits give low values; in the data active = activity change below about -80%; inconclusive = mostly about -51% to -80%; note: % is set by controls: 0 for no effect and ±100 for the full control effect
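Neuro2A cells in DMEM with 0.5% FBS, overnight at 37 deg C, given compound at single 50 µM final, then IGF (6 nM final) for 20 min at 37 deg C. Lysed; phospho-Akt Ser473 by HTRF after 24 h, 665/615 ratio.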
TGFb inhibitor = blocks TGF-b signaling. HepG2 CAGA-GFP TGF-b/SMAD3 reporter, GFP fluorescence, 18 h; TGF-beta stimulated, 500 pg/mL final. Potency, µM (series often up to 46.1 µM), for the others: top-dose activity, negative = inhibition, actives largely listed as inhibitors. 410,000 tested, 1.2% active; note: potency is the fitted concentration of half-maximal effect; % is set by controls: 0 for no effect and ±100 for the full control effect; nearly all actives have a fitted effect of over 65% in size
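Inhibition was scored as loss of TGF-beta-induced (500 pg/mL final, 18 hours, 37 degrees C) GFP in HEPG2 cells carrying a CAGA-GFP reporter, in DMEM with 1% FBS. Well GFP was summed per cell; Activity was normalised to unstimulated and stimulated DMSO wells, then concentration-response fitting.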
Abeta yeast res = compounds reversing amyloid beta toxicity in yeast | Potency, µM (series often up to 46.1 µM), without a hit: at the top dose growth rescue, actives largely listed as activators | 410,000 tested, 0.063% active | yeast expressing A-beta42, growth rescue, OD600, 48 h; response scale: 0% DMSO, 100% iron-clioquinol control | AID 1347071; note: potency is the fitted concentration of half-maximal effect; nearly all actives have a fitted effect of over 55% in size
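Growth rescue measured by 600 nm absorbance after 48 h yeast culture at 30 C with compound. Values normalized between DMSO and an equimolar ferric chloride plus clioquinol control.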
HepG2 tox = HepG2 cytotoxicity, counter-screen for TGF-b inhibitors; HepG2 CAGA-GFP viability, ATP luminescence, 18 h; Potency, µM (titrated, usually from 46.1 µM), inactives show top-dose activity change, negative = cytotoxicity, hits mostly cytotoxic; 410,000 tested, 0.76% active; AID 588856; note: potency is the fitted concentration of half-maximal effect; some results filed as inactive show a strong effect at the top dose
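CellTiter-Glo luminescence gave cytotoxicity after 18 hours at 37 degrees C. The cells were HepG2 CAGA-GFP in 1% FBS DMEM, stimulated with 500 pg/mL TGF-beta after compound addition. %Activity was normalised to no-cell wells (complete cell-killing) and DMSO (no toxicity), and curves were fitted and classified.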
A549 viability = kills or reduces viability of A549 cells in Nrf2 counter-screen; A549 ARE-Fluc cells, CellTiter-Fluor viability, 18-24 h; Potency, µM (highest dose often 46 µM), for the others: at the highest dose activity change, negative = cytotoxicity, hits mostly inhibitors; 390,000 tested, 0.16% active; note: potency is the fitted concentration of half-maximal effect; % is set by controls: 0 for no effect and ±100 for the full control effect
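A549 ARE-Fluc cells in 5% FBS OPTI-MEM, 5000 cells/well, rested 2 h then exposed to compounds in concentration-response for 18-24 h at 37 °C. Viability by CellTiter-Fluor fluorescence (Ex 405/Em 525) after 30 min; luciferase luminescence (BugLite, 15 min, RT) read afterwards.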
Nrf2 inh = Nrf2 pathway inhibition; A549 ARE-Fluc reporter, luciferase luminescence, 18-24 h; Potency, µM (doses to about 46 µM), for the others: at the highest dose activity change, negative = inhibition, actives largely listed as inhibitors; 360,000 tested, 2.1% active; AID 504444; note: potency is the fitted concentration of half-maximal effect; % is set by controls: 0 for no effect and ±100 for the full control effect; nearly all actives have a fitted effect of over 60% in size
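Quantitative HTS in A549 cells stably bearing an antioxidant response element-firefly luciferase construct. Inhibition of Nrf2-driven transcription was scored by luminescence after 18-24 h of compound exposure at 37 °C.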
CCT modulator = changes cytosolic chaperonin activity; 360,000 tested, 0.3% active; purified chaperonin ATPase assay, HTRF ADP detection, 30 min; activity change, % (concentration not given with the values), hits read low; in the data active = activity change below about -30%; note: % is set by controls: 0 for no effect and ±100 for the full control effect
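We incubate TRiC, 40 or 20 nM final, with library compounds at 76 uM and 10 uM ATP for 30 min at 37 °C. ADP formed is detected with Transcreener HTRF reagents after 30 min at room temperature.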
The depositor's hits bear a star; i = inactive; ? = inconclusive; · = not tested or not shown; [ ] = another dose, or the depositor's remark. Unless noted, calls come from the whole dose curve; as a rule, active = well fitted curve in the direction sought with a large enough effect; inconclusive = small, poorly fitted or top-dose-only effect, or another doubt; inactive = no such curve, though single readings can be large; an effect the other way counts as inactive or inconclusive.

SMILES | Mm-Cpn inhibitor | Nrf2 ARE act | Akt phos inh | TGFb inhibitor | Abeta yeast res | HepG2 tox | A549 viability | Nrf2 inh | CCT modulator
Cc1ccc(S(=O)(=O)N2CCC(C(=O)Nc3ccc(C(C)C)cc3)CC2)cc1 | 0% | 0.9% | i | -9% | 1% | -36% | -15% | ? | -5.2
Cc1ccc(-c2ccc(=O)[nH]n2)cc1 | -16% | 4.7% | i | 19% | -20% | -12% | 8% | -27% | -0.9
Nc1ccc(O)c2c1C(=O)c1ccccc1C2=O | -26% | 6.2% | i | -18% | -41%[inhibitor] | -37% | ? | -18% | -6.5
C/C(=N/OC(=O)c1ccc(Br)cc1)c1ccc(C)cc1 | 2% | -0.4% | i | 23% | 14% | -1% | 1% | -11% | -0.8
CC(C)C(=O)Nc1ccc(O)c(-c2csc(N)n2)c1 | 0% | 18% | i | 11% | -2% | 1% | 0% | 2% | -2.1
COc1ccc(NC(=O)c2noc3c2CCC3)cc1 | 1% | -0.2% | i | 2% | -6% | -37% | ? | ? | -1.0
Cc1cc(C(=O)COc2ncnc3sccc23)c(C)n1C1CC1 | -1% | 0.4% | i | 29% | -8% | -14% | -1% | 8% | -0.2
O=C(Cn1cnc2c(nnn2Cc2ccc(Cl)cc2)c1=O)NCc1ccco1 | -9% | 0.2% | i | -1% | 6% | -15% | 10% | ? | -0.7
CC(=O)Nc1nn(C)c2nc(C)cc(C)c12 | 0% | -0.8% | i | 12% | 12% | 4% | 3% | 8% | 1.0
CN1CCC(OC(=O)c2cc3cc(Br)ccc3oc2=O)CC1 | -1% | 7.7% | i | 3% | -19% | -6% | 8% | 6% | 1.4
CC1Oc2ccccc2N(CC(=O)NCCc2ccccc2)C1=O (stereo not drawn) | 2% | -0.7% | i | 0% | 24% | -10% | -1% | -10% | -2.3
Cc1ccc(CNC(=O)c2c(C)oc3ncnc(N4CCOCC4)c23)cc1 | · | 0.0% | · | -11% | -14% | -5% | 1% | ? | ·
CC(=O)Nc1ccc(NC(=O)Nc2cccc(Cl)c2)cc1 | 0% | -0.3% | i | -2% | -4% | 2% | -12% | -13% | -0.9
CC(C)OCCCNC(=O)CCCn1c(SCC(=O)c2ccc(Br)cc2)nc2c(sc3ccccc32)c1=O | · | -0.4% | · | -13% | -8% | 2% | -2% | 16% | ·
Cc1cc(C)c2c(=O)cc(CSc3n[nH]c(C)n3)[nH]c2c1 | · | 2.8% | · | 5% | 8% | -24% | -1% | · | ·
Nc1c(C(=O)NCCN2CCOCC2)c2nc3ccccc3nc2n1-c1ccc2c(c1)OCO2 | 2% | -0.5% | i | 1% | 1% | 2% | -5% | -24% | 2.4
CC(=O)CC(=O)Nc1ccc2ccccc2c1 | ? | 0.6% | i | 1% | 13% | 8% | 2% | 1% | 0.1
CC(C)(C)NC(=O)COC(=O)c1cc(Cl)ccc1[N+](=O)[O-] | 0% | -0.6% | i | 12% | 13% | 13% | -12% | -13% | 1.7
COC(=O)c1cc(S(=O)(=O)N2CCOCC2)c(N2CCOCC2)cc1N1CCOCC1 | 1% | 0.3% | i | 23% | -10% | -5% | -1% | 11% | -1.9
CCCCNC(=O)CCCCC(=O)N/N=C/c1cccc(Cl)c1 | -1% | -0.7% | i | 0% | 2% | -7% | 2% | -6% | -1.7
Cc1ccc(NC(=O)c2c([N+](=O)[O-])c(C(C)(C)C)nn2C)cc1 | -2% | -0.4% | i | -3% | -14% | -2% | 1% | -30% | 1.3
CN(C)c1nc(-c2ccc([N+](=O)[O-])cc2)cs1 | -1% | 4.8% | i | ? | 12% | -26% | -1% | · | 2.2
CCc1ccc(NC(=O)CSc2nc3c(c(=O)[nH]2)CN(Cc2ccc(C)cc2)CC3)cc1 | · | 0.0% | · | -24% | -12% | 1% | 1% | ? | ·
Clc1ccc(-c2ncc3ccccn23)c(Cl)c1 | -2% | 0.0% | i | 1% | ? | 0% | -1% | 5% | -4.2
Cc1ccc(C(=O)NCC(=O)Nc2ncccc2C)s1 | 0% | 0.3% | i | 11% | -2% | -2% | 2% | 5% | 0.3
COc1ccc(NC(=S)N2CCc3ccccc3C2)cc1OC | 0% | 0.8% | i | 1% | -2% | -4% | 0% | ? | -2.8
CC(C)C(c1nnnn1Cc1ccccc1)N(Cc1ccco1)Cc1cccs1 (stereo not drawn) | -3% | 8.2% | i | -33% | -6% | 14% | -12% | ? | -2.3
Cc1nc2c(sc3nc(N4CCOCC4)c4c(c32)CC(C)(C)OC4)c(-c2ccc(Cl)cc2)c1C(=O)O | ? | -0.2% | i | ? | 6% | 8% | 0% | ? | -1.8
CCc1nc2c(OCC=C(C)C)cccn2c1N(C)C(=O)c1ccccc1F | · | 2.9% | i | 1% | -9% | 5% | · | · | -2.7
Cc1nnc(N2CCCC(C(=O)NCCc3ccc(Cl)cc3)C2)c2nn(-c3ccccc3)c(C)c12 (stereo not drawn) | · | 4.5% | · | -24% | -5% | -17% | ? | -14% | ·
CCOC(=O)CC(NC(=O)c1ccco1)c1ccc(C)cc1 (stereo not drawn) | 1% | -0.4% | i | 14% | 24% | 5% | -7% | -1% | -0.2
O=C(C1CCC1)N1CCCc2cc(S(=O)(=O)Nc3ccc(F)cc3)ccc21 | · | 0.7% | · | -26% | -14% | -5% | -11% | · | ·
CC(=O)c1ccc(NC(=O)C2CCC(CNS(=O)(=O)c3cccc4nsnc34)CC2)cc1 (stereo not drawn) | · | -0.2% | · | 22% | -6% | 20% | -2% | ? | ·
CCc1cc(CNC(=O)c2ccc(OC3CCN(CCc4ccccc4)CC3)cc2)on1 | 1% | 0.1% | i | -17% | 17% | -35% | -14% | -22% | -1.0
COc1ccc(C2OC(=O)CC2C(=O)NCc2ccc(Cl)cc2)cc1OC (stereo not drawn) | 1% | 0.1% | i | 1% | -1% | -16% | 1% | ? | -2.9
COc1cccc(/C=c2\sc3nc(-c4cccs4)nn3c2=O)c1OC | 0% | 0.4% | i | -21% | -5% | -10% | -1% | -5% | -1.5
CCCn1c2ccccc2c2cnn(CC(=O)NC3CCCCC3)c(=O)c21 | -2% | -0.9% | i | -5% | · | -27% | -3% | 0% | 1.3
CCOC(=O)c1ccccc1NC(=O)COC(=O)c1ccccc1C(=O)N(C)c1ccccc1 | 2% | 0.2% | i | -3% | 18% | 2% | 0% | -18% | -1.9
CCOCCOC(=O)c1[nH]c2c(c1C)C(=O)CC(c1ccc(OC)c(OC)c1)C2 (stereo not drawn) | -1% | 1.6% | i | 0% | 8% | -6% | -1% | 21µM* | 2.7
COc1ccc(C2CCCN2C(=O)Nc2ccc(C)c(C)c2)cc1OC (stereo not drawn) | -14% | -0.2% | i | -1% | 1% | -9% | -5% | ? | -0.8
COc1ccc(C)cc1NS(=O)(=O)c1cc(C)ccc1C | 0% | -0.4% | i | -3% | 1% | -27% | -6% | -18% | -2.7
N/C(=N\N=C\c1ccco1)SC1CC(=O)N(c2ccc(C(=O)O)cc2)C1=O (stereo not drawn) | 0% | -0.5% | i | -4% | 2% | -2% | 1% | 0% | -0.4
Cc1noc(C)c1C(=O)OCC(=O)Nc1ccccc1Oc1ccccc1 | 3% | -0.2% | i | -11% | -5% | 2% | -3% | 12% | -2.5
CC(C)CN(CC(C)C)S(=O)(=O)N1CCC(C(=O)NCc2ccco2)CC1 | 1% | 0.1% | i | 11% | 4% | 8% | 0% | -2% | 0.8
Cc1cccnc1NC(=S)NC(=O)c1cccs1 | 0% | 10µM* | i | ? | 12% | -4% | -3% | ? | 1.9
O=C(C1CCN(S(=O)(=O)Cc2ccccc2)CC1)N1CCN(c2cccc(Cl)c2)CC1 | · | 1.0% | · | -8% | -3% | -19% | 12% | 4% | ·

Nrf2 ARE act: hit marks shown above
structure,Mm-Cpn inhibitor,Nrf2 ARE act,Akt phos inh,Nrf2 inh,CCT modulator
Cc1cccnc1NC(=S)NC(=O)c1cccs1,0%,10µM*,i,?,1.9

Quoted at random: five records from the list
SMILES | Mm-Cpn inhibitor | Nrf2 ARE act | Akt phos inh | TGFb inhibitor | Abeta yeast res | HepG2 tox | A549 viability | Nrf2 inh | CCT modulator
CC(C)CN(CC(C)C)S(=O)(=O)N1CCC(C(=O)NCc2ccco2)CC1 | 1% | 0.1% | i | 11% | 4% | 8% | 0% | -2% | 0.8
O=C(C1CCN(S(=O)(=O)Cc2ccccc2)CC1)N1CCN(c2cccc(Cl)c2)CC1 | · | 1.0% | · | -8% | -3% | -19% | 12% | 4% | ·
N/C(=N\N=C\c1ccco1)SC1CC(=O)N(c2ccc(C(=O)O)cc2)C1=O (stereo not drawn) | 0% | -0.5% | i | -4% | 2% | -2% | 1% | 0% | -0.4
COc1ccc(C)cc1NS(=O)(=O)c1cc(C)ccc1C | 0% | -0.4% | i | -3% | 1% | -27% | -6% | -18% | -2.7
Cc1cccnc1NC(=S)NC(=O)c1cccs1 | 0% | 10µM* | i | ? | 12% | -4% | -3% | ? | 1.9

Bioassay records (PubChem)
